PAX8 inh HTS: inhibitors of PAX8 transcriptional activity in RMG-I cells. 360,000 compounds, 1.2% hits. RMG-I TPO-luciferase reporter, SteadyGlo, 24 h. inhibition, % at 12.6 µM;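 active = mean replicate inhibition at least 60% with every replicate also reaching 60%; inconclusive = only one of the two criteria is met; inactive = mean below 60% and not all replicates reaching 60%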;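 note: luciferase light reporting Pax8 driven TPO promoter activity; plate controls were median of neutral control wells for no effect and mitoxantrone controls for full effect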
Cneo AK release: Cryptococcus neoformans lysis via adenylate kinase release | C. neoformans lysis, adenylate kinase release luminescence, 4 h; normalised: neutral wells 0, clomiphene wells 100 | lysis activity, % at 15 µM | 360,000 compounds, 0.2% hits;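 active = mean lysis activity across replicates of at least 80%, whatever share of replicates individually reach that level; inactive = mean lysis activity below 80%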
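Test system: log-phase Cryptococcus neoformans yeast cells; Quantity: yeast cell density of 5 × 10^6 cells/mL; Buffer or medium: YPD; Doses: single compound concentration per well; Timing: 4 h at 37 °C static, read 1 h later; Measured by: AK luminescence; Read-out basis: lysis from increased AK signal; Control set: Clomiphene as positive control.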
miR122 inh: miR-122 inhibition in Huh7 cells; Huh7 miR-122 Renilla luciferase sensor, 48 h; neutral wells = 0, positive control = 100; activation (reporter increase), % at 12.5 µM; 340,000 compounds, 0.3% hits;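 active = mean replicate activation score at least 90 and every replicate individually at or above 90; inconclusive = only one of the two criteria met; inactive = neither criterion met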;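 note: higher luciferase means less miR-122 activity so hits act as miR-122 inhibitors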
PGC1a acetyl inh: PGC1a acetylation modulation, inhibitor mode | inhibition, % at 15.6 µM | AID 651687 | U2OS PGC1a acetylation, AlphaScreen anti-acetyl-lysine; with virally co-expressed GCN5 acetyltransferase | 350,000 compounds, 0.17% hits;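 active = every replicate shows inhibition of at least 40%; inconclusive = mean inhibition at least 40% but some replicate below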;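 note: 0% = neutral control wells and 100% = positive control wells; some results beyond the cut were filed as inactive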
Active calls of the source: *; ? = inconclusive; / = not tested or not shown. An excerpt (hit frequency here may not be typical).

Start of the listing, in advance:
| molecule | PAX8 inh HTS | miR122 inh | PGC1a acetyl inh | Cneo AK release |
| --- | --- | --- | --- | --- |
| CCCC(=O)O[C@H]1C[C@@H](C)N(C(=O)c2ccccc2)c2ccc(C)cc21 | / | -5 | -21 | / |
| Cc1ccccc1NC(=S)NCc1ccc2c(c1)OCO2 | / | 2 | -9 | / |
| O=C(Nc1nccs1)NC(C(F)(F)F)C(F)(F)F | / | 1 | 0 | / |
| COc1ccc(CCN2C(=O)c3[nH]nc(-c4ccccc4O)c3C2c2cccc(Cl)c2)cc1 (stereo not drawn) | / | 14 | -12 | / |
| CN(C1CCS(=O)(=O)C1)S(=O)C12CC3CC(CC(C3)C1)C2 (stereo not drawn) | / | 7 | 0 | / |

Main list (from the top)
| molecule | PAX8 inh HTS | miR122 inh | PGC1a acetyl inh | Cneo AK release |
| --- | --- | --- | --- | --- |
| CCCC(=O)O[C@H]1C[C@@H](C)N(C(=O)c2ccccc2)c2ccc(C)cc21 | / | -5 | -21 | / |
| Cc1ccccc1NC(=S)NCc1ccc2c(c1)OCO2 | / | 2 | -9 | / |
| O=C(Nc1nccs1)NC(C(F)(F)F)C(F)(F)F | / | 1 | 0 | / |
| COc1ccc(CCN2C(=O)c3[nH]nc(-c4ccccc4O)c3C2c2cccc(Cl)c2)cc1 (stereo not drawn) | / | 14 | -12 | / |
| CN(C1CCS(=O)(=O)C1)S(=O)C12CC3CC(CC(C3)C1)C2 (stereo not drawn) | / | 7 | 0 | / |
| Cc1ccc(-c2nnc(SCC(=O)N3CCCC3)o2)cc1 | / | -1 | -1 | / |
| N#CC(C#N)=c1ccc2c(c1)NC1(CCCCC1)N=2 | / | -5 | -162 | / |
| COc1ccc(Oc2c(Cl)cnn(-c3ccc(Cl)c(Cl)c3)c2=O)cc1 | / | -1 | 26 | / |
| Cc1ccccc1-c1nnc2c3ccccc3c(C)nn12 | / | -6 | -15 | / |
| CCOC(=O)c1c(NC(=O)CSc2nnc(-c3ccncc3)n2Cc2ccco2)sc(C(C)=O)c1C | / | -3 | 1 | / |
| CC1C=CC=CC=CC=CC=CC=CC=CC(OC2OC(C)C(O)C(N)C2O)CC2OC(O)(CC(O)CC(O)C(O)CCC(O)CC(O)CC(=O)OC(C)C(C)C1O)CC(O)C2C(=O)O (stereo not drawn) | / | 12 | -14 | / |
| CCOC(=O)c1c(-c2cccc([N+](=O)[O-])c2)csc1NC(=O)CCCOc1ccccc1OC | / | 1 | -1 | / |
| CCOc1ccc2[nH]c(=O)c(CN(CCO)C(=O)c3ccc(Br)cc3)cc2c1 | / | 7 | -2 | / |
| O=C(OCN1C(=O)c2ccccc2C1=O)c1cccs1 | / | -6 | -3 | / |
| O=S(=O)(c1cccc(-c2cn3cccnc3n2)c1)N1CCCCCC1 | / | 11 | -12 | / |
| CCCC(=O)Nc1nc2nc(C)cc(=O)n2[nH]1 | / | 39 | -7 | / |
| O=C(CSc1ccccn1)N1CCN(C(=O)CSc2ccccn2)CC1 | / | -7 | 3 | / |
| O=C(Oc1ccccc1[N+](=O)[O-])c1cccnc1 | / | 5 | -5 | / |
| CCN(CC)CCNC(=O)CCc1nn(C)c(=O)c2ccccc12 | / | -7 | 5 | / |
| Cn1c(=O)[nH]c(=O)c2c1nc(NCCCO)n2Cc1ccc(F)cc1 | / | 0 | 3 | / |
| Cn1nc(-c2ccccc2)c(CSc2ccccc2Cl)c1Cl | / | 31 | -34 | / |
| Cc1ccc2c(c1)c1c(n2CC(O)Cn2ccnc2C)C(=O)CCC1 (stereo not drawn) | / | 0 | -1 | / |
| COc1ccc(OCCCC(=O)Nc2cccnc2)cc1 | / | 11 | 0 | / |
| Clc1ccc(OCCCCSc2ncccn2)cc1 | / | 22 | -6 | / |
| Cc1ccc(C(=O)N/N=C/c2ccc([N+](=O)[O-])s2)cc1 | / | 12 | -11 | / |
| O=C(CSc1nccn1-c1ncc(C(F)(F)F)cc1Cl)c1ccc(Br)cc1 | / | 11 | -18 | / |
| O=C(O)c1ccc(NS(=O)(=O)c2cccc(S(=O)(=O)c3ccc(Cl)c(Cl)c3)c2)cc1 | / | 1 | 30 | / |
| Cc1onc(-c2ccccc2Cl)c1C(=O)N1C=CC(C(F)(F)F)=NCC1 | / | -4 | 15 | / |
| O=C(NCc1ccccn1)C1CCN(S(=O)(=O)c2ccccc2)CC1 | / | 5 | 1 | / |
| O=C(CSc1nc(-c2ccco2)cc(C(F)(F)F)n1)NCc1cccs1 | / | 0 | -18 | / |
| CCOc1ccc(C(=O)NC2CCN(C(=S)NCc3ccco3)CC2)cc1 | / | 1 | -4 | / |
| CC1(C)Cc2c(cnn2-c2ccccc2)C(=O)/C1=N\NC(=O)c1ccccc1N | / | -7 | -26 | / |
| CN(C)c1ccc(/C=c2\sc3n(c2=O)CCCN=3)cc1 | / | -9 | 3 | / |
| O=c1[nH]c(=O)n(C2OC(CO)C(O)C2O)cc1F (stereo not drawn) | / | 7 | -19 | / |
| O=C(Nc1cnc2ccccc2c1)N1CCCCC1 | / | -3 | 7 | / |
| Cc1cc(C)n(-c2nnc(C)n2/N=C/c2ccccc2OCc2ccccc2Cl)n1 | / | -1 | 8 | / |
| CS(=O)(=O)Nc1nc2n(n1)C(c1ccccc1)C=C(c1ccc(Br)cc1)N2 (stereo not drawn) | / | 11 | -2 | / |
| O=C(NCc1ccccc1)NC(=O)c1ccncc1 | / | 2 | -3 | / |
| CC1=NN(c2ccc(Br)cc2)C(=O)/C1=C/c1cccs1 | / | 12 | 2 | / |
| COCCCN1C(=O)C(=O)/C(=C(/O)c2ccc(OC)cc2)C1c1ccc(O)c(OC)c1 (stereo not drawn) | / | -5 | -9 | / |
| O=C1C2CC=C(Cl)CC2C(=O)N1CNc1ccccn1 (stereo not drawn) | / | -2 | 17 | / |
| COC(=O)c1ccc(NC(=S)NCCc2ccccc2)cc1 | / | -3 | -5 | / |
| Cc1c(Cl)cccc1NS(=O)(=O)c1ccc2c(c1)C1C=CCC1C(c1ccc(C(=O)O)cc1)N2 (stereo not drawn) | / | 0 | 107* | / |
| COc1ccc(C(=O)Cc2cnn(-c3ccccc3)c2)c(O)c1 | / | -8 | -5 | / |
| CCc1cccc(C)c1NC(=O)CSc1nc2ccc(N3C(=O)c4ccccc4C3=O)cc2s1 | / | 7 | 13 | / |
| NC(=O)NC(c1ccccc1)c1ccccc1F (stereo not drawn) | / | -4 | -2 | / |
| Cc1cc(N(CC(=O)O)S(C)(=O)=O)ccc1Br | / | 5 | 7 | / |
| COc1ccc(-c2noc(-c3ccc(C)cc3)n2)cc1 | / | -6 | -11 | / |
| CCCOc1ccc(/C(O)=C2/C(=O)C(=O)N(CCN(C)C)C2c2ccc(O)c(OC)c2)cc1 (stereo not drawn) | / | 0 | -1 | / |
| Cc1ccc2nc(NC(=O)c3ccco3)sc2c1 | / | 15 | 11 | / |
| Cc1ccc(S(=O)(=O)NCc2cn3c(C)csc3n2)cc1 | / | 4 | -3 | / |
| Nc1nc(SCC(=O)C23CC4CC(CC(C4)C2)C3)n[nH]1 | / | -3 | -7 | / |
| COC(=O)c1cc(Br)c(=O)n(CCc2ccc(F)cc2)c1 | / | 3 | -12 | / |
| O=C(NCc1ccco1)c1cc2ccccc2c(=O)o1 | / | -1 | 4 | / |
| CNC(=O)c1cc(C)c(-c2ccccc2)s1 | / | -4 | 1 | / |
| Cc1sc2ncnc(NCc3ccccc3)c2c1C | / | -22 | 6 | / |
| CCOc1ccc(OCc2ccc(C(=O)O)o2)cc1 | / | -2 | -18 | / |
| Clc1ccc(-c2cn3nc4c(nc3n2)CCCC4)cc1 | / | -4 | -5 | / |
| NS(=O)(=O)c1ccc(NCc2ccccc2OCc2ccc(F)cc2)cc1 | / | -12 | 7 | / |
| O=C(c1cc2cc(Cl)cc(Cl)c2oc1=O)N1CCOCC1 | / | 5 | 6 | / |

Going on with the list:
| molecule | PAX8 inh HTS | miR122 inh | PGC1a acetyl inh | Cneo AK release |
| --- | --- | --- | --- | --- |
| O=c1[nH]c2sc3c(c2c(=O)n1Cc1ccccc1)CCC3 | / | -4 | 0 | / |
| O=C(Nc1nc2ccccc2[nH]1)c1ccc(Cl)c(S(=O)(=O)N2CCCC2)c1 | / | 1 | ? | / |
| Cc1nnc(-c2ccccc2)c(=O)n1/N=C/c1c(O)ccc2ccccc12 | / | 13 | 64* | / |
| Fc1ccc(CO/N=C/C2=C(Cl)c3ccccc3CC2)cc1 | / | -6 | 79* | / |
| COc1ccccc1Nc1ncnc2ccccc12 | / | 2 | -2 | / |
| NS(=O)(=O)c1ccc(NS(=O)(=O)c2ccc(NC(=O)c3ccc(-c4ccccc4)cc3)cc2)cc1 | / | 6 | -13 | / |
| O=c1[nH][nH]cc1C=Nc1ccccc1O | 22 | -24 | / | / |
| Cc1ccc2c(CN3C(=O)NC4(CCCCC4)C3=O)cc(=O)oc2c1C | / | / | 10 | 2 |
| CC(=O)C1=C(C)NC(=O)NC1c1ccc(OC2CCCC2)cc1 (stereo not drawn) | / | / | -8 | -1 |
| C=CCc1cccc(CNc2nc3ccccc3n2CCN2CCOCC2)c1O | / | / | -8 | 2 |
| O=C(CSc1n[nH]c(-c2cccs2)n1)N1CCCc2ccccc21 | / | / | -5 | 3 |
| CCOc1cccc2sc(N(CCN(C)C)C(=O)/C=C/c3cccs3)nc12 | / | / | 14 | 6 |
| Brc1ccc(/C=N/Nc2ccc3ccccc3n2)cc1 | / | / | 0 | -1 |
| Cc1oc(-c2ccccc2)cc1C(=O)Nc1cccc(C(=O)O)c1 | / | / | 6 | -2 |
| C(=N\Nc1ncnc2sc3c(c12)CCC3)/c1cccs1 | / | / | 30 | -1 |
| Cc1cc(NC(=O)c2cccc3c2C(=O)N(C2CCCCC2)C3)ccc1Br | / | / | 15 | -4 |
| CCN(CC)CCN1C(=O)c2oc3ccccc3c(=O)c2C1c1ccccc1 (stereo not drawn) | / | / | 23 | 0 |
| Cc1nn2c(NCCOCCO)c3c(nc2c1-c1ccccc1)CCCC3 | / | / | -29 | 0 |
| Cc1ccc(-n2nc3c(c2NC(=O)c2ccc(S(=O)(=O)N4CCOCC4)cc2)CSC3)c(C)c1 | / | / | 4 | 0 |
| O=c1oc2ccccc2c(O)c1Sc1c(O)c2ccccc2oc1=O | / | / | 0 | -2 |
| COc1cc(C=O)c(Br)cc1OCc1ccc(C)cc1 | / | / | 4 | 7 |
| CC(NC(=O)c1ccc([N+](=O)[O-])o1)C1CC2CCC1C2 (stereo not drawn) | / | / | -19 | 1 |
| COc1ccc(C(=O)Nc2cc(C(F)(F)F)ccc2Cl)cc1OC | / | / | -3 | 6 |
| Cc1ccc2c(=O)cc(C(=O)NCCc3ccc(S(N)(=O)=O)cc3)oc2c1 | / | / | 6 | 0 |
| CC1=N/C(=C/c2ccc([N+](=O)[O-])cc2)C(=O)N1c1ccc(Cl)cc1Cl | / | / | 1 | 7 |
| COc1ccc(OC)c(-c2cc(C(=O)Nc3c(C)nn(Cc4ccccc4Cl)c3C)no2)c1 | / | / | 4 | 1 |
| COc1ccccc1NC(=S)NC(=O)c1ccc(-c2ccc(Cl)cc2)o1 | / | / | -4 | 11 |
| O=Cc1ccc(C(=O)OCC(=O)NC(=O)Nc2ccccc2F)cc1 | / | / | -7 | 2 |
| Cc1onc(-c2c(F)cccc2Cl)c1C(=O)N1CCN(S(C)(=O)=O)CC1 | / | / | 3 | 3 |
| COc1ccc(/C=N/n2c(C)cc(C)c(C(N)=O)c2=O)cc1 | / | / | 5 | 2 |

3 of the entries above in order of the miR122 inh value, low to high.
structure,miR122 inh,PGC1a acetyl inh
O=c1[nH][nH]cc1C=Nc1ccccc1O,-24,/
O=C(Nc1nc2ccccc2[nH]1)c1ccc(Cl)c(S(=O)(=O)N2CCCC2)c1,1,?
COc1ccccc1Nc1ncnc2ccccc12,2,-2

Other compounds follow:
| molecule | PAX8 inh HTS | miR122 inh | PGC1a acetyl inh | Cneo AK release |
| --- | --- | --- | --- | --- |
| CCOC(=O)c1cc2c(=O)n3cccc(C)c3nc2n(Cc2ccco2)c1=NC(=O)c1ccc(C)cc1 | / | / | 14 | 1 |
| C=CCOc1ccc2ccccc2c1CNc1ncn[nH]1 | / | / | 11 | 1 |
| c1coc(C2=NC(c3ccco3)C(c3ccco3)N2)c1 (stereo not drawn) | / | / | 12 | 1 |
| O=C1CNC(=S)N1Cc1ccc(F)cc1 | / | / | 1 | -1 |
| CCN=C1SC(CC(=O)Nc2ccccc2OCC)C(=O)N1CC (stereo not drawn) | / | / | 2 | 6 |
| CC1(C)CC(=O)C2=C(C1)N(c1ccc(F)cc1)C(=O)NC2(C(F)(F)F)C(F)(F)F | / | / | -4 | -2 |
| COc1ccc(C2(C(=O)N3CCC(n4nc(-c5ccccc5)oc4=O)CC3)CC2)cc1 | / | / | 12 | 0 |

Quoted at random: two compounds from above.
| molecule | PAX8 inh HTS | miR122 inh | PGC1a acetyl inh | Cneo AK release |
| --- | --- | --- | --- | --- |
| O=C1C2CC=C(Cl)CC2C(=O)N1CNc1ccccn1 (stereo not drawn) | / | -2 | 17 | / |
| COc1ccc(-c2noc(-c3ccc(C)cc3)n2)cc1 | / | -6 | -11 | / |
